# TDP-43 yeast inh = inhibitors of TDP-43 toxicity in yeast; Potency, µM (series often up to 46.1 µM), without a hit: top-dose growth rescue (activation), actives largely listed as activators; AID 652104; 410,000 tested, 1.8% active; TDP-43 expressing yeast growth rescue, BacTiter-Glo, 24 h; further: potency means the concentration at half of the fitted maximal effect; % of control where 0% means no effect; nearly all actives have a fitted effect of over 50% in size
#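 Yeast cells expressing TDP-43 under galactose induction are exposed to compounds for 24 hr at 30 deg C. BacTiter-Glo luminescence measures growth, so protective compounds score as activators.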
# Abeta rescue = compounds reversing amyloid beta toxicity in yeast; yeast expressing A-beta42, growth rescue, OD600, 48 h; response scale: 0% DMSO, 100% iron-clioquinol control; Potency, µM (highest dose often 46.1 µM), for the others: at the highest dose growth rescue, hits mostly activators; 410,000 tested, 0.063% active; further: potency means the concentration at half of the fitted maximal effect; nearly all actives have a fitted effect of over 55% in size
#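 Yeast growth medium received pinned compounds, then yeast cells expressing toxic A-beta were added; plates incubated at 30 C for 48 hr. Growth read as absorbance at 600 nm, normalized to DMSO and equimolar FeCl3 plus clioquinol controls.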
# aSyn rescue = alpha-synuclein toxicity inhibition in yeast | Yeast expressing alpha-synuclein, growth rescue, BacTiter-Glo, 24 h | Potency, µM (series often up to 46.1 µM), inactives show at the highest dose growth rescue (activation), most hits filed as activators | 370,000 tested, 0.14% active; further: potency means the concentration at half of the fitted maximal effect; % of control where 0% means no effect; nearly all actives have a fitted effect of over 65% in size
#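 Screening used galactose-induced yeast with toxic alpha-synuclein levels, exposed to compound for 24 hr at 30 deg C. Cell growth, read with BacTiter-Glo luminescence, gave the measured signal.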
# GLP1R ag = GLP-1 receptor (human) agonism. HEK293 GLP-1R CRE-luciferase, luminescence, 4-6 h; cells express a hypersensitive GLP-1R form. Potency, µM (doses to about 45.6 µM), for inactives: at the highest dose activation, hits mostly activators. P43220. AID 624172. 380,000 tested, 0.007% active; further: potency means the concentration at half of the fitted maximal effect; % of control where 0% means no effect
# PTHR1 agonist = agonists of human PTHR1 parathyroid hormone receptor. Potency, µM (highest dose often 115 µM), without a hit: at the top dose activation, most hits filed as activators. 410,000 tested, 0.075% active. Q03431. HEK293 GP2 PTHR1 cells, GloSensor cAMP luminescence, 1 h; further: potency means the concentration at half of the fitted maximal effect; nearly all actives have a fitted effect of over 55% in size; some results filed as inactive show a strong effect at the top dose; inactives centre near -15; many of its hits are not listed in these tables
# Target sequence (Q03431 whole entry, looked up): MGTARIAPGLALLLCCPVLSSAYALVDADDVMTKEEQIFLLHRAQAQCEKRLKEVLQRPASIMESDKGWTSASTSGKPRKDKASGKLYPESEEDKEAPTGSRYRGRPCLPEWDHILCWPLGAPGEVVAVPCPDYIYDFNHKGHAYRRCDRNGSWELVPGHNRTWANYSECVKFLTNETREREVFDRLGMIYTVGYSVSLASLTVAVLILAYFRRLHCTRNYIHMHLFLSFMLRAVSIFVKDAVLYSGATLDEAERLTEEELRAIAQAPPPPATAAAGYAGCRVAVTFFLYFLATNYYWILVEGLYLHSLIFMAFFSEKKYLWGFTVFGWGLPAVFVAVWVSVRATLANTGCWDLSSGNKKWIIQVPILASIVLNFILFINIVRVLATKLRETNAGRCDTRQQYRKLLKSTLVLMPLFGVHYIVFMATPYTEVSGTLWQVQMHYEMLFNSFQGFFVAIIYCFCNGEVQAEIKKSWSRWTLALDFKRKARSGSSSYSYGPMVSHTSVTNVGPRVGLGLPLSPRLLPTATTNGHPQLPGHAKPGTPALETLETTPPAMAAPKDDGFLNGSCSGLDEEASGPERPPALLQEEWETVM
#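 HEK-293-derived GP2 cells expressing PTHR1 and a GloSensor cAMP reporter, 3,000/well, plated overnight, given luciferin plus IBMX (each 0.5 mM as added) for 1 h at 37 °C, then compound for 1 h at 37 °C. Luminescence was read after 15 min at room temperature.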
# D3 antag = D3 dopamine receptor (human) antagonism; P35462; D3R cells, DiscoveRx beta-arrestin luminescence, antagonist mode; hits give low values; max response, negative = inhibition, %; 360,000 tested, 2.5% active; in the data active means max response below about -50%; inconclusive means no clear call, values can overlap the other calls; further: on the % scale 0 is the no-effect control and ±100 the full control effect; mostly tested at two doses, the higher about 12 µM
# Target sequence (P35462 whole entry, looked up): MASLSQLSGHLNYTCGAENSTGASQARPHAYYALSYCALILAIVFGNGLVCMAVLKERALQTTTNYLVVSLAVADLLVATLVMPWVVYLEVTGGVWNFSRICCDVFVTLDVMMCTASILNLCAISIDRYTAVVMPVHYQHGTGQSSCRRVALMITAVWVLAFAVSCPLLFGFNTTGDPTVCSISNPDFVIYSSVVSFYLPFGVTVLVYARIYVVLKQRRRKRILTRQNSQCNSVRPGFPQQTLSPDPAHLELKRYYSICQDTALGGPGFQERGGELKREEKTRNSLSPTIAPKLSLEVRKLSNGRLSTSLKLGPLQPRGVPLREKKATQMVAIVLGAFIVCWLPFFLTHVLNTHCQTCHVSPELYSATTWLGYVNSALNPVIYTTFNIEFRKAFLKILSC
#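 Cells expressing the human receptor were seeded at 1500 cells/well, incubated overnight at 37 degrees C in 5% CO2, then exposed to library compounds with dopamine controls for 90 minutes at 37 degrees C before luminescent detection.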
# Akt phos inh = Akt phosphorylation inhibition. AID 651550. Neuro2A IGF-stimulated pAkt S473 HTRF, 20 min; hits give low values. activity change, % for hits at 50 µM. 360,000 tested, 0.32% active; in the data active means activity change below about -80%; inconclusive means mostly about -51% to -80%; further: on the % scale 0 is the no-effect control and ±100 the full control effect
#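 Single-point screen (50 µM final compound) in Neuro2A cells stimulated 20 min with 6 nM IGF at 37 deg C. After lysis, Ser473-phosphorylated Akt read by HTRF (ex 330 nm, em 615/665 nm) as the 665/615 ratio.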
# GLP-1R inv ag = inverse agonists of human GLP-1 receptor; P43220; HEK293 GLP-1R CRE-luciferase, luminescence, 24 h; GLP-1R form is constitutively active; Potency, µM (doses to about 38.3 µM), for inactives: top-dose activity change, negative = inhibition, most hits filed as inhibitors; 410,000 tested, 1.6% active; further: potency means the concentration at half of the fitted maximal effect; on the % scale 0 is the no-effect control and ±100 the full control effect; nearly all actives have a fitted effect of over 55% in size
#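 Inverse agonists were sought by their lowering of basal cAMP reporter luciferase output in HEK293 cells stably carrying constitutively active human GLP-1R, after 24 h compound treatment.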
# FUS yeast rescue = suppressors of FUS proteinopathy in yeast; AID 1347120; S. cerevisiae FUS-expressing, growth rescue, OD600, 24 h; 390,000 tested, 0.24% active; Potency, µM (top dose mostly 76.6 µM), for the others: top-dose growth rescue (activation), actives largely listed as activators;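 further: potency means the concentration at half of the fitted maximal effect; plate controls were DMSO vehicle for no effect and reference control for full effect; nearly all actives have a fitted effect of over 55% in size; some results filed as inactive show a strong effect at the top dose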
#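 Quantitative HTS measuring growth restoration of FUS-toxic yeast. Galactose-induced cells (OD 0.005) were exposed 24hr at 30C to compounds at several concentrations, then absorbance at 600 nm was recorded.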
# * hit, by the source's call; i = inactive; ? = inconclusive; nt = not tested or not shown; [ ] = remark or other dose. Unless noted, the call rests on the fitted dose curve; in most records, active means well fitted curve in the direction sought with a large enough effect; inconclusive means small, poorly fitted or top-dose-only effect, or another doubt; inactive means no such curve, though single readings can be large; an effect the other way counts as inactive or inconclusive. The list is partial (hit frequency here may not be typical).
entry	smiles	TDP-43 yeast inh	Abeta rescue	aSyn rescue	GLP1R ag	PTHR1 agonist	D3 antag	Akt phos inh	GLP-1R inv ag	FUS yeast rescue
1	COc1ccc(OC)c(C(C)NC(=S)Nc2ccc(S(=O)(=O)Nc3ncccn3)cc2)c1 (configuration not stated)	18%	-5%	1%	5%	-18%	-4	i	33%[activator]	28%
2	CCCCCC(=O)Nc1nnc(CCc2ccccc2)s1	12%	12%	-10%	7%	i	3	i	0%	30%
3	Cc1c(NC(=O)CCCOc2ccccc2)cccc1[N+](=O)[O-]	-4%	21%	-3%	-2%	-3%[57.5 µM]	-22	i	?	20%
4	CCn1cc(/C=C(\NC(=O)c2ccccc2)C(=O)NCCCn2ccnc2)c2ccccc21	-3%	8%	1%	10%	i	54	i	-2%	-8%
5	CCn1c(=O)c([N+](=O)[O-])c(NCc2ccco2)c2ccccc21	-11%	0%	-2%	6%	-35%[inhibitor]	14	i	4%	2%
6	Cn1c(C(=O)N2CCCC(Nc3ccc(F)cc3)C2)cc2ccccc21 (configuration not stated)	?	12%	18%	2%	-49%[inhibitor]	-21	i	?	33%
7	Cc1c2cnn(CC(=O)NCCCN3CCCCC3)c(=O)c2c(C)n1Cc1ccccc1	8%	-5%	-3%	-7%	i	-15	i	-2%	-3%
8	CCOc1ccc(OCC)c(-c2c(=O)n(OCc3ccccc3Br)c3ccccc3[n+]2[O-])c1	-10%	-16%	-13%	-2%	i	7	i	?	10%
9	CCCSC1=NC2(CCN(C(=O)NC3CCCCC3)CC2)N=C1c1ccc(C)cc1	18%	9%	nt	nt	-8%	nt	nt	10%	2%
10	COc1ccc(/C=N/n2c(-c3n[nH]c4c3CCC4)n[nH]c2=S)c(OC)c1OC	13%	-2%	-9%	1%	-13%	6	i	1%	9%
11	Cc1cc(NC(=O)c2ccco2)no1	-19%	-10%	5%	-7%	-8%[57.5 µM]	11	nt	0%	13%
12	COc1cc(S(=O)(=O)NCCc2c(C)[nH]c3ccc(C)cc23)ccc1Br	9%	6%	nt	nt	-96%[inhibitor]	nt	nt	10µM*	?
13	NC(c1ccccc1)c1csc(NC(=O)NCC2CCCCC2)n1 (configuration not stated)	0%	19%	0%	-4%	-59%[inhibitor]	-15	i	?	20%
14	Nc1ccc2c(c1)C(=O)C(=O)c1ccccc1-2	-92%[inhibitor]	-95%[inhibitor]	-81%[inhibitor]	-33%[inhibitor]	-27%	-9	?	?	-6%
15	CC1(C)CC(Nc2ccc(C(F)(F)F)cc2[N+](=O)[O-])CC(C)(C)N1	14%	-8%	7%	5%	-18%	-2	i	?	-20%
16	CC(C)OP(=O)(CCP(=O)(OC(C)C)OC(C)C)OC(C)C	-4%	11%	2%	-6%	i	5	i	6%	5%
17	Cc1cccc(CC(=O)NC2CC(=O)N(c3cccc(F)c3)C2)c1 (configuration not stated)	21%	-3%	nt	nt	-8%	nt	nt	0%	11%
18	CC(=O)c1cccc(N(C(=O)c2ccco2)C(C(=O)NC2CCCC2)c2ccncc2)c1 (configuration not stated)	-10%	-16%	1%	0%	-6%[57.5 µM]	-2	i	3%	3%
19	N#C/C=C(/c1ccc(F)cc1)N1CCOCC1	18%	-11%	8%	1%	-25%	15	i	10%	-4%
20	CCCSc1nc2sc3c(c2c(=O)n1-c1ccc(OC)cc1)CCN(C)C3	-35%[inhibitor]	-24%	1%	7%	i	?	i	?	?
21	Cc1ccc(NC(=O)CCCCCNS(=O)(=O)c2ccc(C)cc2)cc1	18%	15%	4%	-4%	i	9	i	-24%	-22%
22	CC1CCCN(C(=O)CSCC(=O)Nc2nc(-c3cccs3)cs2)C1 (configuration not stated)	16%	7%	-13%	-1%	-36%[inhibitor]	-10	i	?	0%
23	CCN(CC)C(=O)Oc1ccnc2cc(Cl)ccc12	?	-1%	8%	13%	i	6	i	-4%	21%
24	NC(=O)Cc1nc2scc(-c3ccccc3)c2c(=O)[nH]1	-12%	-10%	-1%	14%	i	2	i	7%	39%
25	CC1CCN(C(=O)COC(=O)c2cccs2)CC1	12%	5%	1%	-18%	-30%[inhibitor]	-9	i	?	2%

# Three entries from above, field by field:
15. CC1(C)CC(Nc2ccc(C(F)(F)F)cc2[N+](=O)[O-])CC(C)(C)N1
  TDP-43 yeast inh: 14%
  Abeta rescue: -8%
  aSyn rescue: 7%
  GLP1R ag: 5%
  PTHR1 agonist: -18%
  D3 antag: -2
  Akt phos inh: i
  GLP-1R inv ag: ?
  FUS yeast rescue: -20%
16. CC(C)OP(=O)(CCP(=O)(OC(C)C)OC(C)C)OC(C)C
  TDP-43 yeast inh: -4%
  Abeta rescue: 11%
  aSyn rescue: 2%
  GLP1R ag: -6%
  PTHR1 agonist: i
  D3 antag: 5
  Akt phos inh: i
  GLP-1R inv ag: 6%
  FUS yeast rescue: 5%
17. Cc1cccc(CC(=O)NC2CC(=O)N(c3cccc(F)c3)C2)c1 (configuration not stated)
  TDP-43 yeast inh: 21%
  Abeta rescue: -3%
  aSyn rescue: nt
  GLP1R ag: nt
  PTHR1 agonist: -8%
  D3 antag: nt
  Akt phos inh: nt
  GLP-1R inv ag: 0%
  FUS yeast rescue: 11%

# 5 consecutive compounds out of the list so far, quoted:
entry	smiles	TDP-43 yeast inh	Abeta rescue	aSyn rescue	GLP1R ag	PTHR1 agonist	D3 antag	Akt phos inh	GLP-1R inv ag	FUS yeast rescue
3	Cc1c(NC(=O)CCCOc2ccccc2)cccc1[N+](=O)[O-]	-4%	21%	-3%	-2%	-3%[57.5 µM]	-22	i	?	20%
4	CCn1cc(/C=C(\NC(=O)c2ccccc2)C(=O)NCCCn2ccnc2)c2ccccc21	-3%	8%	1%	10%	i	54	i	-2%	-8%
5	CCn1c(=O)c([N+](=O)[O-])c(NCc2ccco2)c2ccccc21	-11%	0%	-2%	6%	-35%[inhibitor]	14	i	4%	2%
6	Cn1c(C(=O)N2CCCC(Nc3ccc(F)cc3)C2)cc2ccccc21 (configuration not stated)	?	12%	18%	2%	-49%[inhibitor]	-21	i	?	33%
7	Cc1c2cnn(CC(=O)NCCCN3CCCCC3)c(=O)c2c(C)n1Cc1ccccc1	8%	-5%	-3%	-7%	i	-15	i	-2%	-3%

# Other results follow.
entry	smiles	TDP-43 yeast inh	Abeta rescue	aSyn rescue	GLP1R ag	PTHR1 agonist	D3 antag	Akt phos inh	GLP-1R inv ag	FUS yeast rescue
26	COc1ccc(CC(=O)NC(CC(=O)O)c2cccc([N+](=O)[O-])c2)cc1 (configuration not stated)	18%	-6%	-8%	-5%	i	4	i	5%	3%
27	CNc1cc(CSC)nc(SCc2ccc(Cl)cc2Cl)n1	22%	-74%[inhibitor]	-68%[inhibitor]	22%	i	?	i	-29%	-3%
28	CCCN(CC(=O)Nc1ccccc1C)C(=O)C1CC(=O)N(c2ccccc2OCC)C1 (configuration not stated)	-22%	10%	1%	19%	i	1	i	5%	8%
29	COc1cccc(C(=O)NCc2ccc3c(c2)CCN3C(=O)c2ccncc2)c1	29%	-14%	nt	nt	-5%	nt	nt	3%	-15%
30	COc1ccc(OCCCC(=O)OC(C)C(=O)Nc2ccc(S(N)(=O)=O)cc2)cc1 (configuration not stated)	-6%	11%	-2%	5%	-23%	3	i	1%	-4%
31	C[C@H](CO)N1C[C@H](C)[C@H](CN(C)C(=O)c2ccccc2F)Oc2ncc(Br)cc2C1=O	6%	6%	3%	10%	-21%	21	i	18%	-27%
32	Cc1ccc(-n2nnnc2-c2ccccc2)cc1	?	-14%	-8%	15%	-4%	-1	i	0%[0.307 µM]	-4%
33	O=S(=O)(c1ccc(Cl)cc1)c1nc(-c2cccs2)oc1N1CCCCC1	0%	-5%	nt	nt	-39%[inhibitor]	nt	nt	6%	2%
34	O=C1C=C(NC2=CC3OC(c4ccccc4)OCC3OC2=O)CCC1 (configuration not stated)	13µM*	-14%	18µM*	-51%	-32%	-72*	i	4%	nt
35	Cc1csc(SCC(=O)NC2CCC(C)CC2)n1 (configuration not stated)	4%	5%	-1%	3%	-8%	?	i	-16%	7%
36	CCCCCCCCOC1OC(CO)C(O)C(O)C1NC(C)=O (configuration not stated)	6%	-12%	-6%	-2%	2%	-8	i	?	6%
37	CC(C)(C)c1ccc(C(O)c2ncc(-c3ccccc3Cl)[nH]2)cc1 (configuration not stated)	27%	21%	7%	1%	i	31	i	16%	-5%
38	Cc1ccc(-n2nc(CO)c(C(=O)NCCCc3ccccc3)n2)cc1C	-11%	-11%	nt	nt	-4%	nt	nt	0%	1%
39	O=C(COC(=O)CCC(=O)c1cccs1)Nc1ccc(F)c(F)c1F	14%	-14%	1%	6%	i	-15	i	10%	-5%
40	Cn1c(C(C#N)C(=O)c2ccco2)nc2ccccc21 (configuration not stated)	-9%	6%[9.22 µM]	?	9%	-53%[inhibitor]	-21	i	?	-17%
41	Cc1cc2oc(=O)ccc2cc1[N+](=O)[O-]	6%	-16%	-6%	-3%	-21%	12	i	18%	-9%
42	CC1=C(C)CC(C(=O)Nc2ccc(C(=O)N3CCOCC3)cc2)C(C(=O)O)C1 (configuration not stated)	-24%	-19%	-1%	1%	i	-14	i	-1%	16%
43	CC1Oc2ccccc2C=C1/C=N/Nc1ccc(C(=O)O)cc1 (configuration not stated)	?	-88%[inhibitor]	18%	-3%	-34%	-9	i	?	-9%

# Assay outcomes from PubChem BioAssay.
